hcGAS inh: blocks human cGAS activity; Q8N884; recombinant h-cGAS, ATP depletion, Kinase-Glo luminescence; inhibition, % at 12.5 µM; 0.081% of 290,000 active; AID 1259398;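 further: 0% = vehicle reaction and 100% = reaction without DNA for no activity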
Target sequence (Q8N884 whole entry, looked up): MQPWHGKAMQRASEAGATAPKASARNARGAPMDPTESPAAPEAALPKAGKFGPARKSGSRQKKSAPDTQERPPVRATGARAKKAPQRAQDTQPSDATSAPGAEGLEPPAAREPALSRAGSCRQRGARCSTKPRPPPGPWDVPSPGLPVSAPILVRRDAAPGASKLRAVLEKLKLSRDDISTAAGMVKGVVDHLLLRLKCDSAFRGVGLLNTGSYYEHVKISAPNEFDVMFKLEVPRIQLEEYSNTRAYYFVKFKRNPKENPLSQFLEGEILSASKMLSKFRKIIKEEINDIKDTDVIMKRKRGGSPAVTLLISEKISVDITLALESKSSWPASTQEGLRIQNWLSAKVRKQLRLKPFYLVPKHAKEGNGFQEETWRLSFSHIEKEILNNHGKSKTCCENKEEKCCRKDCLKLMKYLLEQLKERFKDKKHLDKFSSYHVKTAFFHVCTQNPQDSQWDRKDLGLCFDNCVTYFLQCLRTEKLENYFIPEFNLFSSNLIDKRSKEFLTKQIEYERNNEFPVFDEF
mcGAS lum: inhibitors of mouse cGAS. Q8C6L5. recombinant cGAS, Kinase-Glo ATP depletion luminescence. inhibition, % at 12.5 µM. 0.15% of 160,000 active;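 further: 0% = negative control wells and 100% = reference inhibitor with no enzyme activity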
NPYLR7 agonist: mosquito NPYLR7 agonism; activation, % at 10 µM; HEK293T NPYLR7/Galpha15, GCaMP6s calcium fluorescence; 0.15% of 270,000 active; AID 1259423; in the data active means activation above about 40%;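 further: 0% = vehicle and 100% = reference agonist at the receptor; some compounds past the cut are filed as inactive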
An asterisk follows results filed as active; nt = not tested or not shown; & = joins results of further samples. Unless noted, no stated cut-off is given here; in the data, active means inhibition above about 40%; inactive means the rest.

canonical_smiles	hcGAS inh	mcGAS lum	NPYLR7 agonist
CN(C)CCNC(=O)c1cccn2c(=O)c3c4c(sc3nc12)CCCC4	-11	nt	11
O=C(CCn1cnc2ccccc21)NN=Cc1cc(Br)ccc1O	4	nt	7
O=C(Nc1ccc(Oc2ccccc2)nc1)C1CCN(C(=O)C2=CCCC2)CC1	-7&4	-11&-2	15&1
CCn1cnnc1CCNC(=O)CC1C(=O)NCCN1C1CCCC1 (stereo unspecified)	-5	-16	8
CCOC(=O)Cn1c(=O)c2c(nc3n2CCCN3c2cc(C)cc(C)c2)n(C)c1=O	-3	-6	1
CCCCCCCC(C)=NNc1nc2ccccc2s1	-6	-3	7
CC(C)C(NC(N)=O)C(=O)OCC(=O)Nc1sc2c(c1C(N)=O)CCC2 (stereo unspecified)	0	0	-1
CCOC(=O)C1(Cc2ccccc2F)CCCN(C(=O)c2cc3ccccc3oc2=O)C1 (stereo unspecified)	0	nt	1
N#Cc1cnc2ccc(F)cc2c1N1CCC(C(=O)N2CCc3ccccc3C2)CC1	4	1	-8
Cc1ccc(NC(=O)N2CCOCC2)c(OCc2ccccc2)c1	-17	nt	3
COc1ccc(NC(=O)CSc2nncc(=O)[nH]2)c(OC)c1	-3	-7	15
Cc1nc(-c2cccc(F)c2)nc(N2CCN(S(=O)(=O)c3ccc(Cl)cc3)CC2)c1C	6	1	6

(continued)
canonical_smiles	hcGAS inh	mcGAS lum	NPYLR7 agonist
CC1(C)O[C@@H]2C[C@@](OCc3cccc(F)c3)(C(=O)NCC3CCCO3)CC(OCc3ccc(C#N)cc3)[C@@H]2O1 (stereo partly specified)	-9	-3	18
O=C(c1c[nH]c(=O)c(Cl)c1)N1CCCc2cc(Br)ccc21	-6	nt	6
Cc1cc(C)c(CNC(=O)NCC2(O)CCSC2)c(C)c1 (stereo unspecified)	-5	nt	8
O=C(CCCc1ccccc1)Nc1ccc(Br)cn1	-10	nt	-3
CCN1CC(=Cc2cc(C)n(C3CC3)c2C)C(=O)C(=Cc2cc(C)n(C3CC3)c2C)C1	-12	nt	48*
Cc1noc(C)c1S(=O)(=O)N1CCCC1C(=O)NC1CCCC(C)C1C (stereo unspecified)	4	0	nt
CCc1nc(-n2ccc3c(cnc4c(-c5ccc(Cl)cc5)c(CC)nn43)c2=O)n[nH]1	5	nt	2
Cc1cc(S(=O)(=O)NCCOc2cc(N3CCCCC3)ncn2)ccc1F	-4	nt	1
Cc1ccc(NC(=O)CN(C)C(=O)C(C)N(C)Cc2ccc(C(F)(F)F)cc2)cc1 (stereo unspecified)	-8	nt	3
COc1cccc(C(=O)N2CCN(c3cc(Cl)nc(SCC(=O)NCCN4CCCCC4)n3)CC2C)c1 (stereo unspecified)	4	1	1
O=C(c1ccc2c(c1)OCO2)N1CCCC(OCc2ccc(F)c(F)c2)C1 (stereo unspecified)	7	nt	-5
O=C(c1ccc(=O)[nH]c1)N(Cc1ccco1)C1(C(=O)NC2CCCCC2)CCCCC1	1	nt	1

Following part.
canonical_smiles	hcGAS inh	mcGAS lum	NPYLR7 agonist
Cc1cnc(C(=O)OCC(=O)c2ccc(C)s2)cn1	6	nt	-1
Cc1ccc(C)c(C(NC(=O)c2cc3ncccn3n2)c2cccnc2)c1 (stereo unspecified)	-9	-9	nt
CCc1ccc(O)c(NC(=O)c2ccc(C(=O)NC)nc2)c1	-6	nt	1
Cn1nc(NC(=O)c2cc(-c3ccccc3)on2)c2c1NC(=O)CC2c1cccs1 (stereo unspecified)	3	-2	-17
COc1ccc(OCC(=O)OCc2cc(-c3ccc(F)cc3F)on2)cc1	5	nt	0
Cc1nnc(SCC(=O)NC2CCCN(C3Cc4ccccc4C3)C2)s1 (stereo unspecified)	-3	nt	9
Cc1ccsc1CNC(=O)Cc1ccc(F)cc1	-11	nt	0
COc1ccc(Cl)cc1NC(=O)Cn1ncn2nc(-c3ccc(F)cc3)cc2c1=O	-2	-1	-9
CCOC(=O)CCc1c(C)nc2ncnn2c1N1CCC(N2CCOCC2)CC1	0	-4	8
COc1cccc(-c2ccc(C(=O)NC(C)c3nncn3C)o2)c1 (stereo unspecified)	2	nt	0
COCc1cc(N2CCN(c3ccccc3F)CC2)nc(SCc2ccc(C(=O)O)o2)n1	-6	-7	11
COc1cc(NC(=O)c2nccnc2N)cc(OC)c1	0	nt	0

Continued.
canonical_smiles	hcGAS inh	mcGAS lum	NPYLR7 agonist
O=C(NCCc1cccs1)c1cc(=O)c2ccccc2o1	-13	-2	11
COc1ccc(-c2cnc3ncnn3c2N2CCN(C(=O)Nc3ccccc3C)CC2)cc1	-5	-7	nt
CN(C)CCC1CN(C(=O)c2ccc(Cl)cn2)CCO1 (stereo unspecified)	-10	-15	7
CC1CCc2ccccc2N1Cc1nc(Cc2ccccc2)no1 (stereo unspecified)	-8	nt	5
COc1ccc2sc(C(=O)NC(Cc3ccc(C)cc3)c3ccccc3)c(Cl)c2c1 (stereo unspecified)	-3	-2	5
CC(C)N(C(=O)Cn1cc(SCC(=O)N2CCc3ccccc32)c2ccccc21)C(C)C	-6	-6	-5
COc1cc(C)ccc1S(=O)(=O)NC(=O)C1(C)CCN1C(=O)Cc1cc(C)cc(C)c1 (stereo unspecified)	-8	nt	0
CCC(c1nc2ccccc2c(=O)n1-c1ccc(C)c(C)c1)N(Cc1ccccc1)C(=O)COc1ccccc1 (stereo unspecified)	-9	-7	7
O=C(Nc1ccccc1)N1C[C@H](O)[C@H]2C[C@@H]1CC[C@@H]2O	-5	-11	24
Cc1ccc(NC(=O)N[C@H](C)c2nnc3n2CCCCC3)cc1F	-15	nt	1
CCn1cc(C(=O)NCCC(C)C)c2nn(-c3ccccc3)c(=O)c-2c1	-7	-8	2
CCONC(=O)Cc1ccc(Br)cc1	-6	nt	5

Later entries:
canonical_smiles	hcGAS inh	mcGAS lum	NPYLR7 agonist
Cc1noc(C)c1CN1CCN2C(C(=O)NCC3CCOCC3)=COC2=NC1=O	-3	nt	14
Cc1cc(N2CCSCC2)ccc1NC(=O)NCc1ccoc1	4	nt	-2
Cc1nc(-c2cccs2)sc1-c1ccc(SCC(=O)Nc2nccs2)nn1	-7	-7	9
N#Cc1c(NC(=O)CN(Cc2cccs2)CC2CCCO2)sc2c1CCC2 (stereo unspecified)	-8	nt	-1
COc1ccc(C2c3cccn3-c3ccccc3N2C(=O)CN(C(=O)Nc2ccc(Cl)cc2Cl)C2CC2)cc1 (stereo unspecified)	1	-4	2
CCN(CC)Cc1cnc2c(C(=O)NC3CCc4cccnc43)cnn2c1 (stereo unspecified)	-1	-19	nt
O=C(NCCn1ncc2c(=O)n(Cc3cccc([N+](=O)[O-])c3)cnc21)c1ccc(F)c(F)c1	-7	-7	-5
Cc1cc(CC(=O)N2CCN(C(=O)c3cccc(O)c3)CC2)no1	1	nt	-28
CCCN(Cc1cccnc1)C(=O)c1ccccc1NC	-6	nt	0
O=C(Nc1ccc2c(c1)S(=O)(=O)N=C(C1CCCC1)N2c1ccccc1)c1ccco1	-6	nt	20
O=C(CC1(C(F)(F)F)NCCN1)c1ccc(Br)cc1	1	nt	6
Cn1ncc(C#N)c1N=CN1CCOCC1	-3	-6	-10

3 records picked at random from those above:
canonical_smiles	hcGAS inh	mcGAS lum	NPYLR7 agonist
O=C(NCCn1ncc2c(=O)n(Cc3cccc([N+](=O)[O-])c3)cnc21)c1ccc(F)c(F)c1	-7	-7	-5
O=C(CCCc1ccccc1)Nc1ccc(Br)cn1	-10	nt	-3
O=C(c1ccc2c(c1)OCO2)N1CCCC(OCc2ccc(F)c(F)c2)C1 (stereo unspecified)	7	nt	-5

(continued)
canonical_smiles	hcGAS inh	mcGAS lum	NPYLR7 agonist
CCCCN(Cc1ccco1)C(=O)c1cc(C(C)=O)c(C)[nH]c1=O	-5	-18	9
CN1CCC(CN(C)C(=O)NC2CCc3c(Cl)cccc32)CC1 (stereo unspecified)	10	nt	-26
CCOC(=O)c1c(NC(=O)C(C)(C)OC(C)=O)c(-c2cccc(F)c2)cn1C	-1	-4	5
CC(C)CC(=O)N1CCC2(CCC(CN(C)Cc3ccncc3)O2)CC1 (stereo unspecified)	-10	-5	nt
O=C(O)C1CC1c1ccc(Cl)c(Cl)c1 (stereo unspecified)	-8	nt	13
COc1ccccc1C(=O)NCCc1cnc2c(OCc3cc(C)ccc3C)cccn12	-5	-4	-7
Cc1cccc(C(=O)N(CCCN(C)C)c2nc3ccc(C)cc3s2)c1	-5	-6	-1
O=C1c2ccccc2C(=O)c2c1nc1n2CCCC1	-1	nt	10
COc1ccccc1NC(=O)Nc1ccnn1C1CCN(C(=O)Cc2cccc(C)c2)CC1	10	0	-6
CCC(C(=O)Nc1c(-c2cccc(OC)c2)nc2ccccn12)c1ccccc1 (stereo unspecified)	-5	-8	-12
CCOC(=O)N1CCC(N2CCCC(CCOc3ccccc3)(C(=O)OCC)C2)CC1 (stereo unspecified)	-7	-12	14
CCOC(=O)CC(=O)CSC1=NS(=O)(=O)c2cc(F)ccc2N1	-2	nt	14

Given with values under each structure: 4 of the compounds above.
Each structure is followed by: hcGAS inh, mcGAS lum, NPYLR7 agonist
- O=C(O)C1CC1c1ccc(Cl)c(Cl)c1 (stereo unspecified)
 : -8, nt, 13
- O=C1c2ccccc2C(=O)c2c1nc1n2CCCC1
 : -1, nt, 10
- COc1ccccc1NC(=O)Nc1ccnn1C1CCN(C(=O)Cc2cccc(C)c2)CC1
 : 10, 0, -6
- CCOC(=O)N1CCC(N2CCCC(CCOc3ccccc3)(C(=O)OCC)C2)CC1 (stereo unspecified)
 : -7, -12, 14

(cont.)
canonical_smiles	hcGAS inh	mcGAS lum	NPYLR7 agonist
CCc1noc(CNc2cc3c(cc2Cl)OCCCO3)n1	-9	nt	1
CN1CCc2cc3c(cc2C(=O)Cc2ccc4c(c2C1)OCO4)OCO3	-9	-5	1
O=C(CSc1nc2[nH]ncc2c(=O)[nH]1)Nc1ccc(Cl)c(Cl)c1	0	-1	-16
COCCCN(CC(=O)N(CCc1ccc(OC)c(OC)c1)Cc1ccco1)C(=O)Nc1ccc(Cl)cc1	-4	-5	7
O=C(Nc1nnc(COc2ccccc2)s1)c1ccc(F)cc1	-3	-6	-13
O=C(c1cc(N2CC3C[C@@H]4CC2C[C@H](C3)C4)ccn1)N1CCOCC1	-4	1	nt
COc1cc(C)c(NC2CCOC2=O)cc1OC (stereo unspecified)	8	nt	5
NS(=O)(=O)c1ccc(NCS(=O)(=O)O)cc1	-8	nt	-12
CS(=O)(=O)c1ccc(CN2CCCC(Cn3ccnc3)C2)cc1 (stereo unspecified)	-3	-10	nt
Cn1nc(-c2ccccc2)c(CN(Cc2ccco2)CC(O)Cc2ccccc2)c1Oc1cccc(F)c1 (stereo unspecified)	2	1	-6
CCc1nc(C)ccc1OCC(=O)N1CCCC2(CCNCC2)CC1	-5	nt	11
CN(C)C(=O)Oc1cccc([N+](C)(C)C)c1	-2&-6&-3&-10	-6	0&0&2&2

(continued)
canonical_smiles	hcGAS inh	mcGAS lum	NPYLR7 agonist
CCN(CC)Cn1[nH]c(=O)ccc1=O	-5	-8	-1
COc1cccc(C(C)Oc2ccc(C(N)=O)cc2)c1 (stereo unspecified)	-4	nt	-4
O=[N+]([O-])c1ccc2[nH]c(O)c(N=NC(=S)Nc3cccnc3)c2c1	1	1	5
CCc1nc2ccc(C(=O)NCCCN3CCCC3=O)cn2c1N(C)C=O	-6	-2	11
O=C(CN(CCc1ccc(F)cc1)C1CC1)NCC(=O)N1CCCC1	-13	nt	-7
COc1cc(OC)cc(N2CCN(C(=O)COc3ccc(Cl)cc3)C(C)C2=O)c1 (stereo unspecified)	-2	-6	13
O=C(c1cccnc1)N1CCC(n2c(-c3ccccc3)nc3ccc(F)cc32)CC1	0	-5	11
COCCOCCC(=O)NC1C(C)CCCC1C (stereo unspecified)	-10	nt	0
CC(C)c1nc(CN(C)C(=O)c2ccc(-n3cnnn3)cc2)cs1	-5	nt	10
CN(Cc1ccc(C(F)(F)F)cc1)C(=O)CN1C(=O)C2CCCCC2C1=O (stereo unspecified)	-12	nt	19
CCN(CC)C(=O)C1CCN(Cc2cn(C)nc2-c2ccc(C3CCCCC3)cc2)CC1	-2	nt	-1
CCN(CCN1C(=O)CSC1c1cccc(C(F)(F)F)c1)S(=O)(=O)c1cccc2cccnc12 (stereo unspecified)	-10	-5	17

(next part)
canonical_smiles	hcGAS inh	mcGAS lum	NPYLR7 agonist
Cc1ccc(NC(=O)Cn2c(O)c(N=Nc3ccccc3[N+](=O)[O-])c3ccccc32)cc1	-2	-4	19
OCC#CC(O)(c1ccc(F)cc1)c1ccc(F)cc1	-4	-5	10
Clc1ccccc1Cc1noc(CN2CCN(Cc3ccccc3)CC2)n1	-2&-2	-3	-12&-2
CC(Cn1cccn1)Nc1ccc(-c2nc(-c3ccccc3F)no2)cn1 (stereo unspecified)	-4	nt	6
CC(C)c1ccc(CNC(=O)C2(C)CCCN2C)cc1 (stereo unspecified)	-20	-7	5
O=C(O)c1cc(-c2cccnc2)nc2ccc(Br)cc12	-7	nt	1
O=C(O)CCc1nnc(SCC(=O)Nc2ccc(F)c(Cl)c2)[nH]c1=O	2	nt	8
CC(C1CC2CCC1C2)n1c(SC(F)F)nnc1-c1ccco1 (stereo unspecified)	-8	nt	1

From PubChem
